BoNT-A LC inh2: blocks Botulinum neurotoxin A light chain protease | multiplex microsphere protease substrate cleavage, flow cytometry | inhibition, % at 10 µM | hit rate 0.17% among 360,000 | AID 588499; also: plate controls were buffer without enzyme for full effect and enzyme alone for no effect
FadD28 binding: M. tuberculosis FadD28 bisubstrate binding inhibition; FadD28 bisubstrate probe binding, fluorescence polarization; inhibition, % at 12.5 µM; hit rate 0.22% among 360,000; AID 588549; in the data active = inhibition above about 8.5%, passing the limit was not always enough; inconclusive = no clear call, values can overlap the other calls
Anthrax LF inh2: blocks Bacillus anthracis lethal factor protease. inhibition, % at 10 µM. hit rate 0.12% among 360,000. P15917. multiplex microsphere protease cleavage assay, LF; also: plate controls were buffer without enzyme for full effect and enzyme alone for no effect
Mtb UGM inh: blocks M. tuberculosis UGM enzyme | P9WIQ1 | inhibition, % at 10 µM | hit rate 0.06% among 320,000 | AID 504406 | purified UGM, fluorescence polarization probe displacement; in the data active = inhibition above about 10%, passing the limit was not always enough; inconclusive = no clear call, values can overlap the other calls
Target sequence (P9WIQ1 whole entry, looked up): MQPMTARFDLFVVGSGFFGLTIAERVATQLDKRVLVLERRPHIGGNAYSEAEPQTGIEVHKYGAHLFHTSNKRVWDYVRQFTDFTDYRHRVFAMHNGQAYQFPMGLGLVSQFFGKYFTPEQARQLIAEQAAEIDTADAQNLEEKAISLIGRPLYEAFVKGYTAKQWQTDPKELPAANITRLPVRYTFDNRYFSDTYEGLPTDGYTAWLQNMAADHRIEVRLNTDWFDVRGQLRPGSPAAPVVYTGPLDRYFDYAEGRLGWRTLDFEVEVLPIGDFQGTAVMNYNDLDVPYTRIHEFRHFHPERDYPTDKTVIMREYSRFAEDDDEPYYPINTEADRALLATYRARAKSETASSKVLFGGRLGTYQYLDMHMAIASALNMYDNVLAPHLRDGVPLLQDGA
BoNT F protease: inhibitors of Botulinum neurotoxin F light chain protease. Multiplex microsphere protease cleavage assay, flow cytometry. inhibition, % at 10 µM. hit rate 0.22% among 360,000; in the data active = inhibition above about 35%, passing the limit was not always enough; inconclusive = no clear call, values can overlap the other calls; also: plate controls were buffer without enzyme for full effect and enzyme alone for no effect
GDH-TPI inh: GDH-TPI coupled enzyme inhibition counter-screen | GDH-TPI coupled enzyme counterscreen, NADH absorbance | inhibition, % at 4.8 µM | hit rate 1.2% among 360,000; in the data active = inhibition above about 30%;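 also: 0% = DMSO wells and 100% = wells lacking the enzyme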
Mtb FBA inh: inhibitors of M. tuberculosis fructose-bisphosphate aldolase; hit rate 2.3% among 360,000; purified M. tuberculosis FBA, fluorescence read-out; AID 588726; inhibition, % at 1 µM; in the data active = inhibition above about 27%;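 also: 0% = vehicle and 100% = reference inhibitor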
Target sequence (P9WQA3 whole entry, looked up): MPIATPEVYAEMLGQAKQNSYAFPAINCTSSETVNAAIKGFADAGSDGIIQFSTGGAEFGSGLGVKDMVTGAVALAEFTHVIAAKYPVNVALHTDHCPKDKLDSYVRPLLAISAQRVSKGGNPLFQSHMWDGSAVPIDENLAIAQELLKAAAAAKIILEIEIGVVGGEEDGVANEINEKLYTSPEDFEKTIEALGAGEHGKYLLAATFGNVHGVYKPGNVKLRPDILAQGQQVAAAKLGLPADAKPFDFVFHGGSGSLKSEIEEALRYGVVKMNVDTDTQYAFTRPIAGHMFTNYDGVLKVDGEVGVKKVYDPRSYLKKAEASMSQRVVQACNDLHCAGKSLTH
PfHsp40 rescue: compounds rescuing yeast from Plasmodium falciparum HSP40 toxicity. S. cerevisiae expressing PfHsp40, growth rescue, ATP luminescence. hit rate 0.68% among 340,000. growth rescue, % at 12.5 µM; in the data active = growth rescue above about 28%, passing the limit was not always enough; inconclusive = no clear call, values can overlap the other calls;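 also: yeast W303a lacking pdr1 and pdr3 grown in galactose medium; growth measured after three days at 30 °C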
BioA inh: inhibitors of Mycobacterium tuberculosis BioA enzyme; purified M. tuberculosis BioA enzyme, plate reader; inhibition, % at 9.99 µM; hit rate 0.096% among 360,000; in the data active = inhibition above about 40%; inconclusive = no clear call, values can overlap the other calls
* hit, by the source's call; ? = inconclusive; nt = not tested or not shown; & = joins results of further samples. Rule as the data show it, unless noted: active = inhibition above about 30%; inconclusive = no clear call, values can overlap the other calls; inactive = below that.

SMILES	BoNT-A LC inh2	FadD28 binding	Anthrax LF inh2	Mtb UGM inh	BoNT F protease	GDH-TPI inh	Mtb FBA inh	PfHsp40 rescue	BioA inh
CC(C)(C)[C@H]1COC(=O)CC/C=C\C[C@H](CC(=O)N(CCO)Cc2ccccc2)C(=O)N1	0.7	0.1	0	1.2	5	12	5	-1.0	-1.2
CCOC(=O)c1c(C)nc2c(c1-c1ccc(OC)c(OC)c1)C(=O)c1ccccc1-2	5.0	-3.7	2	4.2	4	9	0	0.9	-0.2
Cc1ccc(S(=O)(=O)N(C)C[C@H]2OCCCC[C@@H](C)Oc3ccc(N(C)C)cc3C(=O)N([C@H](C)CO)C[C@@H]2C)cc1	-0.6	-1.0	-2	nt	-4	7	1	nt	-0.6
Cc1ncc(CO)c(/C=N/NC(=S)Nc2ccc(C(C)C)cc2)c1O	-0.2	4.1	0	0.5	-24	0	21	0.6	0.9
C=CCN1C(=O)C(Cc2cccc(C)c2)SC1=Nc1ccc(C(=O)O)cc1 (configuration not stated)	-1.9	-1.5	-4	0.9	-11	17	3	-0.6	-1.8
COc1cc(NC(=O)c2nccn2C)cc(C(=O)Nc2cccc(C(F)(F)F)c2)c1	-0.3&-0.8	-0.2&-0.3	-3&-10	-3.0	-3&-3	23&13	4&9	0.9	-5.8&-3.1
Cc1ccc(NC(=O)COc2ccc(N(C)C(=O)C(C)(C)C)cc2)cc1S(=O)(=O)N1CCCCC1	0.3	-2.1	-2	3.8	-2	-6	0	-0.2	-0.6
CN(CC(=O)Nc1cc(Cl)ccc1C#N)C1CCS(=O)(=O)C1 (configuration not stated)	-0.4	-2.8	-6	3.7	-10	8	-1	-1.0	-0.6
CCCCn1c(-c2ccccc2C)nc2cc3[nH]c(=O)c(C(C)C)nc3cc21	5.1	-3.7	1	0.7	-15	7	27	1.1	3.6
CCOc1ccc(S(=O)(=O)Nc2ccc(C(=O)NCC(c3ccco3)N3CCCCC3)cc2)cc1 (configuration not stated)	-4.8	0.3	1	-0.8	2	1	1	-1.5	-1.0
COc1ccc(C(=O)NNC(=O)Cc2nc3ccccc3n2C)cc1	0.2	-4.4	5	0.2	-12	-2	-3	?	-1.3
COc1cc2cnc(-c3ccccc3)c(-c3ccc(C(F)(F)F)cc3)c2cc1OC	0.2	-1.9	2	-1.0	-4	13	4	4.8	-0.8
CC(C)N1CCN(Cc2ccc(Oc3ncccn3)cc2)CC1CCO (configuration not stated)	-0.3	0.5	2	-3.1	0	5	1	-1.6	nt
CC(=O)NC(c1cccc(F)c1)c1nc(-c2cccc(F)c2)cs1 (configuration not stated)	0.0	-0.1	-4	nt	-5	6	0	nt	0.4
O=C(CCCC(=O)NN=Cc1ccc(Cl)cc1Cl)NN=Cc1ccc(Cl)cc1Cl	0.1	-2.4	-2	nt	3	-6	-1	-0.8	1.0
O=C(O)c1ccc(NC(=O)c2cccc(C(=O)Nc3ccc(C(=O)O)cc3)n2)cc1	-0.3	-24	-6	4.4	16	8	-3	0.0	-1.3
CCC12CN3CCN(CC(C3)/C1=N\NC(=O)c1ccc(Cl)cc1)C2	-0.6	-3.5	5	1.2	-11	-4	-2	-0.4	-0.2
O=C(Nc1ccc(OC(F)(F)F)cc1)c1ccc2c(c1)no[n+]2[O-]	0.8	-0.4	-6	-0.5	-9	4	-3	178*	nt
COC(=O)c1cc(OC)c(OC)cc1NC(=S)NC(=O)c1ccco1	2.8	-2.9	-1	1.3	4	7	2	-0.5	-1.1
O=C(c1ccco1)N1CCN(S(=O)(=O)c2ccc(Cl)cc2)CC1	-0.6	-1.2	8	1.1	?	-3	0	-0.8	-3.7
CCOc1ccc(C2C3=C(Nc4nc(N)[nH]c(=O)c42)c2ccccc2C3=O)cc1 (configuration not stated)	-0.1	-3.0	-1	-1.6	0	11	-3	0.0	0.4
CC(C(=O)OCC(=O)c1ccccc1)N1C(=O)c2ccccc2C1=O (configuration not stated)	-1.7	-0.5	2	0.5	-3	-2	0	-0.1	nt
COC(=O)c1cc2c(C)[nH]c(C)c2cc(C(=O)OC)c1=O	0.0	-4.0	0	0.0	-3	9	-3	0.2	nt
Cc1ccc(-n2nc(C(=O)NCc3ccco3)c3c4ccccc4n(C)c3c2=O)cc1	-0.9	0.2	3	-1.8	-18	14	-3	0.5	-0.4
CCOc1ccccc1NC(=O)C1CCCN(S(C)(=O)=O)C1 (configuration not stated)	-2.1	-0.5	-5	-0.1	?	7	0	-1.2	1.1

Just PfHsp40 rescue and GDH-TPI inh (five entries from above):
| mol | PfHsp40 rescue | GDH-TPI inh |
| --- | --- | --- |
| CCOc1ccccc1NC(=O)C1CCCN(S(C)(=O)=O)C1 (configuration not stated) | -1.2 | 7 |
| Cc1ccc(S(=O)(=O)N(C)C[C@H]2OCCCC[C@@H](C)Oc3ccc(N(C)C)cc3C(=O)N([C@H](C)CO)C[C@@H]2C)cc1 | nt | 7 |
| O=C(O)c1ccc(NC(=O)c2cccc(C(=O)Nc3ccc(C(=O)O)cc3)n2)cc1 | 0.0 | 8 |
| CCC12CN3CCN(CC(C3)/C1=N\NC(=O)c1ccc(Cl)cc1)C2 | -0.4 | -4 |
| O=C(CCCC(=O)NN=Cc1ccc(Cl)cc1Cl)NN=Cc1ccc(Cl)cc1Cl | -0.8 | -6 |

The list goes on:
SMILES	BoNT-A LC inh2	FadD28 binding	Anthrax LF inh2	Mtb UGM inh	BoNT F protease	GDH-TPI inh	Mtb FBA inh	PfHsp40 rescue	BioA inh
CCOC(=O)c1c(NC=O)sc2c1CCC2	0.0	-0.9	-2	2.6	-1	13	1	-0.3	-3.9
O=C(CC(Nc1ccccc1)c1ccc(F)cc1)c1ccccc1 (configuration not stated)	-0.3	-2.1	1	0.6	-7	3	3	6.6	nt
COc1ccc(OC[C@@H](O)CNC(=O)c2cccc3c2C(=O)c2ccc(Cl)cc2S3(=O)=O)cc1	-0.1	-2.3	1	-0.9	3	7	7	-0.3	17
Cc1cccc(N2C(=O)NC(=O)/C(=C\c3cnn(-c4ccccc4)c3)C2=O)c1	0.2	-3.4	3	-1.2	3	-7	-4	-0.7	nt
CN(c1ccccc1)S(=O)(=O)c1cccc(C(=O)NCC(=O)Nc2ccc(F)c(F)c2F)c1	3.2	-1.9	2	2.8	-2	2	-2	0.2	1.0
COc1ccc(OC)c(-n2c(O)c(/C=C3\C(C)=Nc4ccccc43)c(=O)[nH]c2=O)c1	1.7	-1.7	2	3.0	-9	13	2	nt	-3.2
O=C(N/N=C/C=C/c1ccccc1)c1cc(C2CC2)[nH]n1	nt	-3.6	nt	-1.8	nt	67*	-1	5.0	-0.4
Cc1ccc(S(=O)(=O)N2CCOCC2)cc1C(=O)Nc1ccc(S(=O)(=O)Nc2nccs2)cc1	-5.5	1.2	-4	2.2	-25	12	5	-1.7	nt
O=C1NCC(=O)N2C(c3ccccc3)c3[nH]c4ccccc4c3C[C@@H]12 (some centres not stated)	0.0	-4.1	-1	-1.6	?	5	3	-1.0	nt
CCOC(=O)c1c(-c2ccccc2)csc1N1C(=O)Nc2ccccc2N1O	0.0	-0.4	-1	0.1	-3	9	3	1.0	nt
COc1ccc(CN2CCN(Cc3ccon3)CC2CCO)c(C)c1C (configuration not stated)	-0.2	0.3	-6	-2.4	-9	10	-3	-0.5	1.4
CCOC(=O)Nc1cc(C(=O)OCC)c(C)nc1C	0.3	0.3	2	0.9	0	8	1	-0.3	nt
OCc1ccccc1N=Cc1cccnc1	-2.7	-0.6	13	0.7	-13	-8	-2	-0.6	-1.6
O=C(CN1c2ccccc2Sc2ccccc21)N/N=C/c1ccc([N+](=O)[O-])cc1	-0.5	-2.1	-7	2.0	12	18	-1	-1.6	0.0
CCc1c(C)nc2ncnn2c1N1CCCC(C(=O)Nc2cc(F)ccc2C)C1 (configuration not stated)	0.8	-0.1	1	-2.0	1	16	28*	2.3	11
O=C1C=C(N2CCOCC2)c2cccc3cccc1c23	5.0	-0.9	2	nt	2	21	3	nt	-0.2
Cc1[nH]c2ccccc2c1C(=O)CSc1nccc(=O)[nH]1	nt	-3.3	nt	2.2	nt	8	1	-0.2	nt
N#C/C(=C\c1c(Cl)cccc1Cl)c1nc2ccccc2[nH]1	-0.3	-2.7	4	1.3	-6	12	2	11	3.2
CCOC(=O)C1(CC2CCCCO2)CCN(S(=O)(=O)c2c(C)nn(C)c2C)CC1 (configuration not stated)	-0.6	-0.3	2	0.5	-2	-4	1	-0.6	0.4
Cc1ccc(C(=O)/C=C2\NCC(C)NC2=O)cc1 (configuration not stated)	0.7	-1.1	3	2.1	3	25	-6	-0.3	-0.5
CCOC(=O)c1c(-c2ccccc2)csc1NC(=O)c1ccc(S(=O)(=O)N2CCOCC2)cc1	-0.3	-0.7	0	2.2	-4	2	5	-0.2	1.1
COc1ccc(NC(=O)CC(=O)Nc2ccc(OC)cc2)cc1	0.0	-2.7	5	-3.2	4	1	3	-0.2	nt
CC(=O)NCCNc1ccc([N+](=O)[O-])cn1	-0.7	-2.3	-1	-1.6	2	-8	-1	-0.5	nt
COc1ccc(N2C(=O)CC(c3ccc([N+](=O)[O-])cc3)C2=O)cc1 (configuration not stated)	-2.1	-1.2	-2	1.6	-8	-2	-1	-0.9	-0.5
CC1(C)OC2COC(c3[nH]nc4c(=O)[nH]c(=O)[nH]c34)C2O1 (configuration not stated)	-0.1	-3.6	-9	nt	3	-2	-3	nt	-1.1
Remaining list, next part
SMILES	BoNT-A LC inh2	FadD28 binding	Anthrax LF inh2	Mtb UGM inh	BoNT F protease	GDH-TPI inh	Mtb FBA inh	PfHsp40 rescue	BioA inh
CCOc1ccccc1C=Nc1ccccc1C(=O)Nc1ccccc1	0.2	-3.7	-2	0.4	-4	8	4	-0.4	nt
CCOc1ccc(-c2nnn(CC(=O)c3ccc4c(c3)OCCO4)n2)cc1OCC	0.4	-0.9	0	2.7	-7	17	-1	0.2	-1.1
CN1C(=O)C(C2CCCCC2)C(=O)N(C)C1=O	-0.1	-2.4	-4	nt	-1	2	0	-1.0	nt
Cc1ccc(C(=O)NCCC(=O)N2CCC3(CC2)NCCc2[nH]cnc23)cc1C	0.8	-0.1	0	-0.5	-5	3	0	1.6	-0.5
CC(=O)Nc1cccc(/C(C)=N/NC(=O)c2ccc(Cl)cc2Cl)c1	-1.0	-1.6	-8	-0.9	-1	0	-5	-0.4	nt
O=C(CCCN1C(=O)/C(=C\c2cccs2)SC1=S)Nc1cccc(C(=O)O)c1	0.1	0.0	0	5.7	6	13	1	1.0	nt
CCOC(=O)N(C)c1c(CC)nc2c(OCc3ccccc3)cccn12	-0.6	-3.6	2	nt	-4	0	1	nt	2.1
COc1ccccc1Oc1ccc2c(c1)C(=O)N(CC(=O)O)C2=O	-0.9	-1.3	2	0.2	38*	4	6	-0.7	3.2
CCn1c(Cc2ccccc2)nnc1SCc1nc2ccccc2c(=O)[nH]1	0.1	-2.9	-4	0.3	-2	7	2	3.8	-1.0
Cc1ccc(C)c(Cn2c(C)nc3c(sc(=S)n3-c3ccccc3)c2=O)c1	0.1	-0.2	-3	-0.9	-8	23	-1	-0.9	nt
CC(C)(C)C(=O)CN1C(=O)NC(C)(Cc2ccc3c(c2)OCO3)C1=O (configuration not stated)	-0.1	0.2	-3	-2.1	-11	4	2	-1.1	-0.1
C1CNC2NCCNC2N1 (configuration not stated)	0.1	-3.4	-5	nt	-6	-1	-10	-0.4	-1.1
O=C(Cc1ccc(NS(=O)(=O)c2ccc(Cl)c(Cl)c2)cc1)NCCN1CCOCC1	2.5	-1.8	1	nt	-8	-4	1	-1.2	1.7
CC1CN(S(=O)(=O)c2cccc(C(=O)N(C)C3CCN(C)CC3)c2)CC(C)O1 (configuration not stated)	-0.3	1.3	-6	1.2	-8	1	5	-0.2	-0.9
CN1CCC(=C2c3ccccc3C=Cc3ccccc32)CC1	0.3	-0.8	2	3.4	-1	7	2	-0.6	1.0
Cc1ccc(CC(=O)Nc2ccccc2N2CCOCC2)cc1C	2.3	-2.6	6	1.6	-4	-7	2	-0.3	0.1
COc1ccc(CC(=O)N2CC3(C)CC2CC(C)(C)C3)cc1 (configuration not stated)	-0.6	0.5	-2	1.2	-8	1	-1	0.6	-1.5

Screens as filed in PubChem.
